# Platelet DG rel: modulates dense granule release in human platelets; AID 1663; actives 0.22% (n = 300,000); inhibition, %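 (compounds screened at 7.5 µM in platelet-rich plasma)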; human platelet-rich plasma, SFLLRN dense granule ATP release, luminescence;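 active means mean replicate score, as percent of positive control, at or above 50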
# TRPC4 inh: inhibitors of mouse TRPC4 channel | Q9QUQ5 | HEK293 TRPC4beta/mu-opioid, DAMGO-evoked Fluo4 calcium flux; hits give low values | B-score at 10 µM | actives 0.39% (n = 300,000) | AID 2247;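 active means B-score over 3 SD under the library average, no early fluorescence shift, positive overall ratio signal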
#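 Assay system: HEK293 cells with stable TRPC4beta plus mu-opioid receptor expression. Dosing: single dose. Measured by: Fluo4 Ca2+ flux fluorescence. Also added: DAMGO in two steps, submaximal then maximal. Read-out: B score from integrated Fluo4 fluorescence ratio.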
# MrgX1 agonist: agonists of human MrgX1 receptor | B-score at 10 µM | AID 588627 | actives 0.44% (n = 310,000) | MrgX1-HEK293 cells, Fluo-4 calcium fluorescence, agonist mode; hits give high values;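 active means calcium response B-score plate-corrected fluorescence ratio at least 3 library SD, with starting fluorescence B-score inside 5 SD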
# Target sequence (Q96LB2 whole entry, looked up): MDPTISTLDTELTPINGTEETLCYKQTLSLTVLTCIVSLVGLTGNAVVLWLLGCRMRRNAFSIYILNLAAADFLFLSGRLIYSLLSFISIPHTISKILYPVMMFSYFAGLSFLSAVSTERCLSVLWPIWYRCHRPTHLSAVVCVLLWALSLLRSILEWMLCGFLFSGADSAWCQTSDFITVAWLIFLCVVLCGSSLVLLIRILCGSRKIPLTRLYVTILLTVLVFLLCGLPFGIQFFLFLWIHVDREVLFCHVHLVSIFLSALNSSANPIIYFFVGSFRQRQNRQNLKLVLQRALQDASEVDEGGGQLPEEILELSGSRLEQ
#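 System – MrgX1-expressing HEK293 cells · Incubation – cells plated overnight, dye loaded 0.5 h 37 °C, 0.5 h room temperature · Technique – kinetic Fluo-4 NW fluorescence of intracellular calcium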
# TRPC6 inhibitor: mouse TRPC6 channel inhibition; HEK293-TRPC6, membrane potential dye, ACh-evoked depolarization; hits give low values; B-score at 10 µM; actives 1.1% (n = 310,000); Q61143;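 active means B-score under library mean minus 3 SD, initial fluorescence not abnormally high, positive integrated signal ratio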;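 further: B-score derived from integrated fluorescence ratio over the kinetic read; more negative B-score means stronger inhibition of depolarization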
# HIF activator: HIF pathway transcriptional activation; U2OS HRE-luciferase reporter, luminescence; normalized: DMSO 0%, desferrioxamine 100%; actives 0.32% (n = 300,000); activation, % at 7.5 µM (by protocol);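 active means mean activation of at least 10% of the iron chelator positive control signal, with at least half of replicates also reaching 10%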
# MrgX1 antag: blocks BAM8-22 activation of human MrgX1 receptor; Q96LB2; MRGX1-HEK293 calcium flux, Fluo-4, BAM8-22 antagonism; hits give low values; B-score at 10 µM; actives 1.3% (n = 310,000); AID 588676;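 active means calcium-response B-score plate-corrected more than 3 library SD below zero, starting fluorescence within 5 deviations, no agonist response on first addition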;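 further: peak minus trough fluorescence over baseline after final BAM8-22 challenge near maximal dose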
# RGS4 inh: inhibitors of human RGS4 | AID 463165 | HEK293 M3R/RGS4 inducible, Fluo-4 calcium flux; hits give high values; triggered by carbachol at its EC20 | actives 0.45% (n = 310,000) | B-score at 10 µM | P49798;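 active means B-score, a plate-corrected calcium signal, over three deviations above library mean, with baseline fluorescence within five deviations of library mean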;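 further: RGS4 expression induced by doxycycline in cells with stable M3 receptor; B-score is computed from the integrated fluorescence ratio over baseline after carbachol; higher B-score means a larger calcium signal and so more RGS4 inhibition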
# Target sequence (P49798 whole entry, looked up): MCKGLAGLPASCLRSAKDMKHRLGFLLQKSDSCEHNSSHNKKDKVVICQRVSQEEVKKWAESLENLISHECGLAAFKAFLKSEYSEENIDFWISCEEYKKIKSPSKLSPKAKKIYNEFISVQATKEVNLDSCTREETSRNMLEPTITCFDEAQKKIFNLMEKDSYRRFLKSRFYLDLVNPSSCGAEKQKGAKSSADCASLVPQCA
# MrgX1 allo act: human MrgX1 positive allosteric modulation, primary screen; actives 0.63% (n = 310,000); B-score at 10 µM; Q96LB2; MrgX1-HEK293, Fluo-4 calcium flux, FDSS; hits give high values;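 active means plate-corrected calcium response at least 3 library SD above typical, normal starting fluorescence, not activating the receptor alone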;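 further: compound read alongside a low EC10 to EC30 dose of BAM8-22 agonist; peak minus trough fluorescence over baseline measured at the second addition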
# TRPC6 act: activators of mouse TRPC6 channel; B-score at 10 µM; actives 0.13% (n = 310,000); HEK293-TRPC6 membrane potential dye fluorescence; hits give high values; Q61143;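 active means B-score of the integrated fluorescence ratio above library mean plus 3 SD, and starting fluorescence ratio within library mean plus 5 SD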;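 further: higher score means more depolarization so channel activation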
# SKKanGAS inh: SKKanGAS growth inhibition; S. pyogenes SKKanGAS, kanamycin growth, BacTiter-Glo, 6 h; inhibition, % at 7.5 µM; actives 1.3% (n = 300,000); AID 1662;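 active means mean replicate score, as percent of positive control median, at least 50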;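 further: strain carries kanamycin resistance gene driven by streptokinase promoter and grows in 40 µg/ml kanamycin; loss of luminescence reflects streptokinase promoter inhibition or plain growth inhibition; 0% = median of DMSO wells and 100% = positive control at its reference dose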
# RGS4 pot: potentiators or activators of RGS4; HEK293 M3R/inducible RGS4, carbachol calcium flux Fluo4; hits give low values; B-score at 10 µM; actives 0.92% (n = 310,000);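 active means B-score of the integrated calcium signal more than 4 SD below the library mean, with starting fluorescence not abnormally high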;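 further: negative B-score means reduced calcium response which marks RGS4 activation or potentiation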
#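 Detection: kinetic calcium fluorescence imaging with Fluo4-AM dye, 2 µM / Material: HEK293 cells with stable M3R and inducible RGS4 / Schedule: recording 10 s baseline at 1 Hz, 100 s post-agonist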
# The depositor's hits bear a star; i = inactive; . = not tested or not shown.
SMILES,Platelet DG rel,TRPC4 inh,MrgX1 agonist,TRPC6 inhibitor,HIF activator,MrgX1 antag,RGS4 inh,MrgX1 allo act,TRPC6 act,SKKanGAS inh,RGS4 pot
COc1ccc(S(=O)(=O)N2Cc3ccccc3CC2C(=O)N2CCOCC2)cc1 (configuration not stated),-7.0,i,i,i,-0.4,i,i,i,i,-2.2,i
CCc1ccc(C2C(C#N)=C(N)C(C#N)(C#N)C3=CCC(C(C)(C)C)CC32)cc1 (configuration not stated),-0.4,i,i,i,0.2,-5.82*,i,i,i,84.5*,i
CC(=O)c1c(C)[nH]c(C(=O)N2CCCCCC2)c1C,-1.4,i,i,i,-0.9,i,i,i,i,1.9,i
CCCc1nnc(NC(=O)OCC)s1,-2.3,i,i,i,0.3,i,i,i,i,-1.9,i
CCOC(=O)C1=NN(C(C)=O)C2(CC(=O)N(c3cccc(C)c3)C2=O)C1 (configuration not stated),2.9,i,i,i,-0.2,i,i,i,i,-3.5,i
CCN(CC)CCCNC(=O)CCn1nc(-c2ccccc2)ccc1=O,-2.4,i,i,i,-0.1,i,i,i,i,-2.3,i
COc1nccnc1NS(=O)(=O)c1ccc(NC(=O)c2cccc(C)c2)cc1,0.2,i,i,i,0.0,i,i,i,i,2.5,i
CC(=O)Nc1cccc(N=NN2CCOCC2)c1,-3.9,i,i,i,0.2,i,i,i,i,-1.9,i
COc1cc(N2N=C(c3ccccc3)CC2c2ccccc2)c(C=O)cc1C=O (configuration not stated),-0.3,i,i,i,1.1,i,i,i,i,55.0*,i
O=C(NCc1ccc2c(c1)OCO2)c1ccco1,-8.3,i,i,i,0.0,i,i,i,i,0.5,i
Cc1cccnc1NC1(C(F)(F)F)N=C(c2ccccc2)NC1=O (configuration not stated),3.5,i,i,i,0.2,i,i,i,i,-2.7,i
CCS(=O)(=O)N1CCC(C(=O)NCCN2CCN(Cc3ccccc3)CC2)CC1,-0.3,i,i,i,0.5,i,i,i,i,-1.9,i
CCc1c(C)sc(NC(=O)CC#N)c1C#N,-3.4,i,i,i,-0.3,i,i,i,i,17.3,i
Cc1ccc(C(c2sc3ncnn3c2O)N2CCC(C)CC2)cc1 (configuration not stated),-6.6,i,i,i,0.1,i,i,i,i,-9.0,i
O=C(NNC(=O)C1CCN(Cc2ccccc2)CC1)c1cccs1,3.1,i,i,i,-0.9,i,i,i,i,3.9,i
O=[N+]([O-])c1cc(/C=N/N2CCOCC2)cs1,4.8,i,i,i,0.4,i,i,i,i,-2.4,i
Cc1ccc(C(C(=O)NCc2ccco2)N(C(=O)Cc2cccs2)c2cccnc2)cc1 (configuration not stated),15.1,i,i,i,0.1,i,i,i,i,-5.5,i
O=C(Nc1ccccc1[N+](=O)[O-])C1=C(O)CCn2c1nc1ccccc12,-1.2,i,i,i,0.5,i,i,i,i,5.0,i
OCCC1CN(Cc2cccn2-c2cccnc2)CCN1Cc1ccccc1 (configuration not stated),-0.3,i,i,i,-3.9,i,i,i,i,-0.2,i
CC(C)C(=O)N=C1NC(=O)CS1,-1.1,i,i,i,0.0,i,i,i,i,2.2,i
COc1ccc(N(C(C)C(=O)N/N=C(\C)C(C)(C)C)S(C)(=O)=O)cc1 (configuration not stated),-5.3,i,i,i,-0.2,i,i,i,i,-13.4,i
Cc1c(C(=O)OC(C)C)sc(NC(=O)c2cccnc2)c1C#N,-2.9,i,i,i,1.3,i,i,i,i,0.9,i
Cc1ccc(N/C(CSC(N)=O)=N\S(=O)(=O)c2ccc(C)cc2)cc1,7.8,i,i,i,0.7,i,i,i,i,-5.6,i
Cc1onc(C(=O)N2CCC(C(N)=O)CC2)c1-c1ccccc1Cl,2.8,i,i,i,-3.1,i,i,i,i,2.6,i
COc1nnc(OC)c2ccccc12,-2.8,i,i,i,-0.2,i,i,i,i,-6.4,i
Cc1cc(=O)c(C(=O)c2ccccc2)c(C)o1,14.3,i,i,i,1.0,i,i,i,i,-4.2,i
CC(C)CN(CC(C)C)C(=O)c1cccc(S(=O)(=O)N2CCc3ccccc32)c1,-2.8,i,i,i,-0.4,i,i,i,i,1.8,i
O=C(O)c1ccc(N/N=C/c2cccc(F)c2)cc1,31.9,i,i,i,1.1,i,i,i,i,3.3,i
CC(C)(O)C(=O)NNC(=S)NCc1ccco1,6.4,i,i,i,-0.6,-5.35*,i,i,i,9.0,i
Cc1cc(C)n2c(=O)c3ccc(Cl)cc3nc2c1C#N,5.0,i,i,i,-0.8,-5.8*,i,i,i,23.3,i
CSc1cccc(NC(=O)C(C)C)c1,-4.9,i,i,i,0.5,i,i,i,i,-2.1,i
O=c1/c(=C\c2cccnc2)sc2nc3ccccc3n12,2.1,i,.,i,2.1,.,i,.,i,-0.4,i
CC(NC(=O)c1cc(-c2ccncc2)nc2ccc(Br)cc12)C1CCCO1 (configuration not stated),-21.6,i,i,i,-0.8,i,i,i,i,10.3,i
C/C(=N/OC(=O)CC(C)C)c1cc(-c2ccc(Cl)cc2)no1,2.0,i,i,i,4.2,i,i,i,i,12.8,i
Cc1c(Cl)cccc1-c1ccc(/C=N/n2cnnc2)o1,1.1,i,i,i,-0.1,i,i,i,i,-5.8,i
CCC(C)(C)C1CCC(=NNC(=S)Nc2ccccc2)CC1 (configuration not stated),6.7,i,i,i,2.4,i,i,i,i,32.4,i
COc1ccc(CN2CCNC(=O)C2CC(=O)NCc2cn3ccc(C)cc3n2)c(OC)c1 (configuration not stated),-10.2,i,i,i,-0.2,i,i,i,i,-2.3,i
O=C1NC2CCc3nc4ccccc4c(=O)n3C2=Nc2ccccc21 (configuration not stated),-1.6,i,i,i,0.1,i,i,i,i,3.5,-9.75*
CC(C)C(NC(=O)C1CCC(C(C)(C)C)CC1)C(=O)NCCCN1CCCCC1 (configuration not stated),-9.9,i,i,i,-0.2,i,i,i,i,-12.3,i
O=C(O)CC(Cn1cnnn1)c1ccccc1 (configuration not stated),15.1,i,i,i,0.0,i,i,i,i,-1.9,i

# 3 compounds picked at random from the list so far, as already listed:
SMILES,Platelet DG rel,TRPC4 inh,MrgX1 agonist,TRPC6 inhibitor,HIF activator,MrgX1 antag,RGS4 inh,MrgX1 allo act,TRPC6 act,SKKanGAS inh,RGS4 pot
O=C1NC2CCc3nc4ccccc4c(=O)n3C2=Nc2ccccc21 (configuration not stated),-1.6,i,i,i,0.1,i,i,i,i,3.5,-9.75*
CCCc1nnc(NC(=O)OCC)s1,-2.3,i,i,i,0.3,i,i,i,i,-1.9,i
Cc1c(Cl)cccc1-c1ccc(/C=N/n2cnnc2)o1,1.1,i,i,i,-0.1,i,i,i,i,-5.8,i

# Results in TRPC6 act and HIF activator, for some of the entries so far:
mol	TRPC6 act	HIF activator
Cc1c(Cl)cccc1-c1ccc(/C=N/n2cnnc2)o1	i	-0.1
COc1ccc(N(C(C)C(=O)N/N=C(\C)C(C)(C)C)S(C)(=O)=O)cc1 (configuration not stated)	i	-0.2

# (further entries)
SMILES,Platelet DG rel,TRPC4 inh,MrgX1 agonist,TRPC6 inhibitor,HIF activator,MrgX1 antag,RGS4 inh,MrgX1 allo act,TRPC6 act,SKKanGAS inh,RGS4 pot
O=C(N/N=C/C=C/c1ccccc1[N+](=O)[O-])c1cccs1,-2.3,i,i,i,1.1,i,i,i,i,5.8,i
Cc1nc2c(C(=O)NCCc3ccccc3)c[nH]n2c(=O)c1Cl,-3.5,i,i,i,-0.2,i,i,i,i,.,i
Fc1ccc(-c2nc3ccncc3[nH]2)cc1,12.2,i,i,i,4.3,i,i,i,i,4.8,i
Cc1c(NC(=O)c2ccc([N+](=O)[O-])o2)cccc1-c1nc2ncccc2o1,-6.8,i,i,i,-4.8,i,i,i,i,28.2,i
CC(C)(C)NS(=O)(=O)c1ccc(NC(=O)c2cc(-c3ccccc3)nc3ccccc23)cc1,-0.4,i,i,i,-0.3,i,i,i,i,14.5,i
C/C(CC(=O)Nc1ccc(Cl)cc1Cl)=N\NC(N)=S,7.2,i,i,i,-0.6,i,i,i,i,-3.5,i
O=C1Nc2cc(Cl)c(Cl)cc2N(O)N1c1cccc(Cl)c1,8.7,i,i,i,0.5,i,i,i,i,7.1,i
O=C(c1cccs1)N1C(=O)c2cccc3cccc1c23,-1.5,i,i,i,-0.6,i,i,i,i,-1.3,i
O=C1CCCS(=O)(=O)c2ccccc21,1.6,i,i,i,1.0,i,i,i,i,0.8,i
S=C(NCCc1ccccc1)N1CCOCC1,-2.8,i,i,i,-0.7,i,i,i,i,-0.2,i
O=C(Cn1nnc2ccccc2c1=O)NCC1CCC(C(=O)O)CC1 (configuration not stated),13.3,i,i,i,-0.4,i,i,i,i,-6.0,i
CCOc1ccc(N=Cc2c(O)c3ccccc3oc2=O)cc1,10.2,i,i,i,0.2,i,i,i,i,3.2,i
CC12CS(=O)(=O)CC1SC(=S)N2Cc1ccccc1 (configuration not stated),-1.7,i,i,i,-0.3,i,i,i,i,-1.5,i
CCOc1ccccc1NC(=O)COn1nnc2ccc(Cl)cc21,-2.3,i,i,i,-21.9,i,i,i,i,-5.9,i
CC(C)C(=O)Nc1nnc(-c2ccco2)s1,9.2,i,i,i,0.6,i,i,i,i,8.1,i
Cc1csc(SCC(=O)N(C)CC(=O)Nc2ccccc2Cl)n1,4.9,i,i,i,1.9,i,i,i,i,-3.3,i
CC(=O)Nc1ccc(S(=O)(=O)NCC2CCC(C(=O)N3CCCCC3)CC2)cc1 (configuration not stated),1.8,i,i,i,1.2,i,i,i,i,-3.4,i
COc1ccccc1C(=O)COC(=O)c1ccc(-n2cnnn2)cc1,1.3,i,i,i,-0.6,i,i,i,i,2.3,i
O=C(Nc1ccc2c(c1)OCCO2)c1c[nH]c(=O)n(-c2ccc(F)c(Cl)c2)c1=O,-10.6,i,i,i,0.0,i,i,i,i,15.3,i
O=c1sc(N2CCN(c3ccccc3F)CC2)nc2ccsc12,2.6,i,i,i,5.3,i,i,i,i,0.8,i
O=C(NNC(=S)NCC1CCCO1)c1ccc(S(=O)(=O)N2CCOCC2)cc1 (configuration not stated),-1.3,i,i,i,-0.2,i,i,i,i,2.0,i
CSc1snnc1-c1ccccc1,-0.9,i,i,i,-0.4,i,i,i,i,0.5,i
Cc1ccccc1Nc1ncnc(N)n1,13.5,i,i,i,-0.3,i,i,i,i,1.1,i
CC1CCN(c2nc3ccc(C(=O)N4CCN(Cc5ccccc5)CC4)cc3s2)CC1,4.1,i,i,i,2.8,i,i,i,i,6.4,i
